EBV gp42 block – Epstein-Barr virus gp42 inhibitors, primary screen, biochemical, uHTS, fluorescence polarization. Glycoprotein 42 (Epstein-Barr virus (strain AG876)), Q1HVG2. inhibition, % (tested at 21.74 µM). actives 0.42% (n = 220,000). Fluorescence polarization binding assay, mP read-out. AID 1085, 2008; in the data active = inhibition above about 50%
Mdm2 ligase inh – MDM2-luciferase reporter signal enhancers, primary screen, MDM2 E3 ligase inhibitor project, cell-based, luminescence, 1536-well; actives 0.11% (n = 210,000); E3 ubiquitin-protein ligase Mdm2 (Homo sapiens), Q00987; cell-based MDM2 ubiquitination luciferase reporter, 2 h; 0 = plate control, 100 = twice control, blank-subtracted; signal enhancement, % at 5 µM;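 active = signal enhancement of 30% or more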;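 note: luminescence tracks abundance of the self-degrading MDM2-luciferase fusion protein; higher signal means inhibition of MDM2 E3 ligase activity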
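test system = mammalian cells stably expressing self-ubiquitinating, self-degrading MDM2 E3–luciferase fusion | quantity = 2000 cells/well | incubation = cell settling 4 h, compound treatment 2 h, both 37 °C | signal = luminescence with SteadyLite reagent, 15 min at room temperature | evaluation = % enhancement relative to plate controls after blank subtraction | benchmarks = plate controls and plate blanks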
TNF necrop inh – inhibitors of TNF-alpha triggered necroptosis, primary screen, cell-based, Jurkat FADD-/-, single concentration | Jurkat FADD-/- TNF necroptosis rescue, ATP luminescence, 24 h; 0 = TNF only, 100 = no-TNF cells | activation (protection from cell death), % at 10 µM | actives 0.068% (n = 220,000);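 active = activation, meaning protection from cell death, of at least 50% relative to plate controls; inactive = activation below 50%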;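 note: necroptosis triggered by 40 ng/mL TNF-alpha added together with compound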
m-calpain inh – inhibitors of pig calpain II, primary screen, biochemical, fluorogenic peptide substrate, 1536-well; purified calpain II, 30 min; inhibition, % at 16 µM; actives 0.37% (n = 220,000); AID 1236, 2008;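 active = inhibition above about 50%, limit read from the data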
Rad51 HR inh – human RAD51 strand exchange inhibitors, primary screen, biochemical, fluorescence | DNA repair protein RAD51 homolog 1 (Homo sapiens), Q06609 | hRad51 DNA strand exchange, fluorescence dequenching | inhibition, % at 10 µM | actives 0.085% (n = 200,000);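 active = inhibition above 40% at the single screening dose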;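 note: 0% = DMSO control wells and 100% = blanks with heterologous ssDNA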
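Test system: preformed human Rad51 ssDNA filaments. Compound dosing: single dose, 10 µM final compound. Incubation: filaments 15 min 37 °C, then compound 30 min. Technique: FRET fluorescence dequenching, excitation 485 nm, emission 520 nm. Read-out basis: percent inhibition from fluorescence, normalised to plate control and blank means. Benchmarks: plate controls and plate blanks.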
eIF4E 4G PPI – eIF4E–eIF4G protein interaction inhibitors, primary screen, biochemical, uHTS, TR-FRET, eIF4GI fragment; TR-FRET eIF4E-eIF4GI(517-606) binding, 2 h; actives 0.37% (n = 220,000); inhibition, % at 21.7 µM; Eukaryotic translation initiation factor 4E (Mus musculus) + Eukaryotic translation …;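 active = inhibition above about 30%, limit read from the data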;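 note: 0% = full FRET control wells and 100% = background wells lacking eIF4GI fragment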
L929 necroptosis – inhibitors of zVAD-triggered necroptosis, primary screen, L929 cells | L929 zVAD necroptosis rescue, ATP luminescence, 24 h; with zVAD 60 µM | viability rescue, % at 10 µM | actives 0.38% (n = 220,000);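 active = activation, scaled between plate controls, above about 75%, limit read from the data; inactive = activation under that limit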;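 note: 0% = zVAD with DMSO and 100% = DMSO alone without zVAD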
PERK inh – block of dimerizer-induced PERK translation repression, primary screen, PERK inhibitor project, CHO PERK-DD cells, SEAP luminescence, HTS; inhibition, % at 5.6 µM; Eukaryotic translation initiation factor 2-alpha kinase 3 (Homo sapiens), Q9NZJ5; CHO PERK-DD fusion, SEAP luminescence translation reporter; actives 0.17% (n = 220,000);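 active = inhibition above the mean inhibition of all tested compounds plus 3 SD, set separately per screening campaign, cut at about 2.9% in these data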;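 note: PERK kinase domain activated by AP20187 dimerizer at 100 nM; 0% = DMSO with dimerizer and 100% = rapamycin at 8.4 µM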
Target sequence (Q9NZJ5 whole entry, looked up, the tested form may be a part): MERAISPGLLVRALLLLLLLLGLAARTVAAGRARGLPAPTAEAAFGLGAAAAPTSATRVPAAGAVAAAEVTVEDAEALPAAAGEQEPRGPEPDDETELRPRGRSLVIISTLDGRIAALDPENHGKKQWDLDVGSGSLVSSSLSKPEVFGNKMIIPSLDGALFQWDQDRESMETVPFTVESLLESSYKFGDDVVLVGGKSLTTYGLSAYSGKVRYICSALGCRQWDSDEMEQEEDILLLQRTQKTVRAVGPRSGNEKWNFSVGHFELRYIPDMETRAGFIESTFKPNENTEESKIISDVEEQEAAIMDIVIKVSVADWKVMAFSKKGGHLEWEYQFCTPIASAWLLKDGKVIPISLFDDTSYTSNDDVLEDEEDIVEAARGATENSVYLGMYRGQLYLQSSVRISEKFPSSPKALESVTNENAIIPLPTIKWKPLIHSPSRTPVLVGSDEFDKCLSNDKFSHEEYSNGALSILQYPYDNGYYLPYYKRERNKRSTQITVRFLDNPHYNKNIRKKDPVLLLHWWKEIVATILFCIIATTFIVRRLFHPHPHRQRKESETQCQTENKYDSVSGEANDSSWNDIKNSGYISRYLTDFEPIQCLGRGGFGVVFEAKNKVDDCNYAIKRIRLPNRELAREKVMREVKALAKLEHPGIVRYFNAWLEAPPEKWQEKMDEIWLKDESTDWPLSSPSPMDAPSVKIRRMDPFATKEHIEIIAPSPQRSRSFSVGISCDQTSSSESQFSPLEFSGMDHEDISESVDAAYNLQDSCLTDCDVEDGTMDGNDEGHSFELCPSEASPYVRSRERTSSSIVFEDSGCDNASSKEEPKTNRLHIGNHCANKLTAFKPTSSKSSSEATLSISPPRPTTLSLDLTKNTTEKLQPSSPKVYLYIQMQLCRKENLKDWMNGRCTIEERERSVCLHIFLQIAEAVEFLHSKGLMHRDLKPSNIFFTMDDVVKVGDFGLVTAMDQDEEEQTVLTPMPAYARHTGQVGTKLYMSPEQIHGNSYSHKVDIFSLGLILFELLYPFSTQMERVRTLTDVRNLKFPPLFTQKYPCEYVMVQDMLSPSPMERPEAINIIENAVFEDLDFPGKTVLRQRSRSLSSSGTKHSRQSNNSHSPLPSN
Cl transport mod – KCC2 cotransporter modulators, thallium flux, primary screen, cell-based, HEK293 KCC2, FluoZin-2 fluorescence, MLSMR; Solute carrier family 12 member 5 (Homo sapiens), Q9H2X9; KCC2 cells, thallium flux FluoZin-2 fluorescence; B-score of Tl+ flux slope (higher = more flux/activation; lower = inhibition) at 10 µM; actives 2.2% (n = 190,000);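 active = thallium flux slope and its plate-corrected score both differing from the plate sample mean at a set confidence after two filtering rounds, in either direction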;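 note: slope of fluorescence scaled to starting intensity during 10 to 20 s after thallium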
Numbers without * were called inactive; x = not tested or not shown; [ ] = another dose, or the depositor's remark.

Screens in order: EBV gp42 block | Mdm2 ligase inh | TNF necrop inh | m-calpain inh | Rad51 HR inh | eIF4E 4G PPI | L929 necroptosis | PERK inh | Cl transport mod
1. CCOc1cc(S(=O)(=O)N2CCCC2)c(C)cc1C
→ -2.9 | -44.4 | -0.9 | 33.9 | -3.7 | -3.0 | -2.9 | -1.4 | -0.831
2. CCOC(=O)C1=NNC(C(=O)c2ccc(C)cc2)C1c1ccc(OC)cc1 (configuration not stated)
→ -13.5 | -0.1 | 2.2 | 3.1 | 1.9 | 0.5 | -0.4 | -2.5 | x
3. CCCSc1nnc(-c2c[nH]c3ccccc23)n1C
→ -16.2 | -11.9 | -0.6 | -8.9 | -2.2 | 0.3 | 6.6 | 0.9 | x
4. O=C(NN1C(=O)C2C3C=CC(C4CC34)C2C1=O)c1ccc(Cl)cc1Cl (configuration not stated)
→ -21.6 | -9.7 | -1.4 | -0.8 | 1.4 | 0.0 | 0.1 | 0.3 | 0.27
5. Cc1cc(=O)[nH]c(SCC(=O)c2ccc(C(C)C)cc2)n1
→ 1.6 | 0.7 | -3.8 | 2.1 | -2.9 | 4.9[fluorescence artefact?] | 0.0 | 2.1 | -0.189
6. Cc1ccc(CC(=O)N2CCN(c3cccc(C(F)(F)F)c3)CC2)cc1
→ -8.4 | -8.9 | 1.0 | -28.7 | -7.2 | 4.2[fluorescence artefact?] | 0.0 | 0.7 | -2.75
7. Nc1nccc(-c2cccs2)n1
→ 2.0 | -10.4 | -2.5 | -57.2 | 1.5 | 9.8 | 3.5 | 0.5 | 0.0264
8. C=CCSc1nc2c(cnn2-c2ccc(C)c(C)c2)c(=O)[nH]1
→ -22.6 | -16.9 | 0.7 | -17.8 | -2.4 | -4.0 | 0.7 | -0.2 | -0.0813
9. O=C(CN1CCN(c2ccccc2O)CC1)NC(=O)NCc1ccco1
→ -14.3 | -13.6 | 0.8 | 32.2 | 2.1 | 3.2 | 0.6 | 0.5 | 0.292
10. C=CCSc1nc2sc(C)c(C)c2c(=O)n1N
→ -9.8 | -3.3 | 0.5 | -2.6 | x | 2.4 | 0.3 | 0.2 | 0.0899
11. S=C(Nc1ccccc1)Nc1cccc(Cl)c1Cl
→ 7.8 | -2.0 | -0.1 | 25.9 | 25.2 | 0.5 | -1.6 | 0.8 | 17.1*
12. CN1CCN(c2ccc(Cl)cc2NC(=O)C2COc3ccccc3O2)CC1 (configuration not stated)
→ -0.6 | -12.1 | 1.3 | -18.0 | -2.0 | 1.0 | -0.2 | -0.9 | -1.36
13. Cc1nnc(SCC(=O)NCc2ccc3c(c2)OCO3)s1
→ 7.8 | 2.6 | -1.0 | -0.6 | 0.3 | 1.9 | -0.3 | 1.1 | 0.208
14. O=C(CN1CCN(c2ccc(Cl)cc2)CC1)c1ccc2c(c1)OCO2
→ -21.6 | 7.8 | -4.5 | 20.5 | 4.9 | -11.6 | -0.3 | -0.6 | -1.15
15. Cc1[nH]c2ccccc2c1CC#N
→ -17.9 | 1.0 | 6.7 | -3.5 | -10.7 | 1.2 | 0.7 | -0.2 | -0.0185
16. Fc1ccccc1/C=C1\CCCC2=C1NC(=S)NC2c1ccccc1F (configuration not stated)
→ -3.5 | -17.2 | -7.7 | -47.6 | 17.4 | -1.7 | -0.3 | 1.4 | 1.09
17. COc1ccc(S(=O)(=O)NCCSCc2cccc(C)c2)cc1Br
→ 1.2 | -0.1 | -2.7 | 38.8 | 5.5 | -5.4 | -0.1 | -0.8 | 0.17
18. O=C(c1cnn2c(C(F)F)cc(C3CC3)nc12)N1CCc2ccccc2C1
→ -3.8 | 2.4 | 0.0 | 1.8 | 5.9 | 0.2 | -0.4 | -0.3 | -2.04
19. O=c1ccc(C(F)(F)F)cn1Cc1cc(=O)n2ccsc2n1
→ -14.6 | 5.0 | -0.1 | -46.9 | 26.4 | 7.8 | 2.3 | 1.4 | 0.836
20. Cc1cc(-c2n[nH]c(=S)n2/N=C/c2ccccc2[N+](=O)[O-])n[nH]1
→ 1.4 | 6.4 | 0.9 | -12.2 | 1.1 | 2.7 | 0.9 | 0.8 | 1.77
21. O=C(CCc1ccc(S(=O)(=O)N2CCOCC2)cc1)OCc1nc2ccccc2s1
→ -2.3 | 9.3 | -0.7 | 23.4 | 4.0 | -5.8 | -0.2 | 0.2 | x
22. COC(=O)c1ccc(/C=N/Nc2nc(-c3ccc(C)cc3)cs2)cc1
→ -15.8 | -12.1 | 1.1 | -0.8 | -7.0 | 4.9 | 0.5 | 0.7 | 0.0592
23. CCOc1ccc(N2C(=O)C3C(C2=O)C3(c2ccccc2)c2ccccc2)cc1 (configuration not stated)
→ -5.9 | -22.4 | -1.4 | 15.9 | -1.1 | -2.9 | 0.6 | -1.0 | x
24. Cc1ccc(Nc2nc(-c3cccnc3)nc3ccccc23)cc1
→ -0.2 | 2.4 | -14.3 | 7.6 | x | -4.1 | 2.2 | -1.9 | -1.47
25. CCC(c1c(C)n(C)n(-c2ccccc2)c1=O)c1c(C)n(C)n(-c2ccccc2)c1=O
→ -14.8 | -9.4 | 1.5 | 0.4 | 0.5 | 7.0[fluorescence artefact?] | 0.5 | -0.7 | x
26. CCC(C)c1ccc(OCCN2CCCC2)cc1 (configuration not stated)
→ 1.6 | -13.1 | -2.0 | -7.5 | -7.0 | 2.8 | 0.1 | -0.1 | 0.201
27. O=C1COc2ccc(C(=O)C[n+]3cccc(O)c3)cc2N1
→ -3.6 | -4.5 | 0.9 | -9.2 | x | -3.7 | 0.1 | 2.0 | 0.0356
28. COc1ccccc1OCCSc1ncnc2nc[nH]c12
→ 0.8 | -7.5 | -3.4 | 9.1 | -6.2 | -1.0[fluorescence artefact?] | 0.4 | 0.8 | -0.0194
29. CCC(C)(C)n1nnnc1C(c1ccncc1)N1CCC(C)CC1 (configuration not stated)
→ -2.0 | 1.7 | -0.2 | -5.6 | -6.7 | 2.6 | x | 0.5 | 0.172
30. COC(=O)COc1cccc(NC(=O)c2ccccc2)c1
→ -15.3 | 1.3 | 0.8 | -11.6 | 0.7 | 2.0 | 3.2 | 0.3 | -0.322
31. O=c1cc(N2CCCCC2)c(-c2ccccc2)nn1Cc1ccc(Cl)cc1Cl
→ -14.4 | -18.1 | -3.7 | 53.9* | 4.2 | 3.2 | 0.8 | -1.3 | 0.111
32. CCOc1ccc(C(=O)O/N=C(\N)c2ccc([N+](=O)[O-])cc2)cc1OCC
→ -10.9 | -5.7 | -0.6 | -8.0 | -9.4 | -3.7 | 1.7 | 0.7 | 0.00884
33. CC(C)C(=O)Nc1ccc(C(=O)NNC(=O)c2ccco2)cc1
→ -2.8 | 1.6 | 0.9 | -5.4 | -1.4 | -4.5 | 0.8 | 0.0 | 0.882
34. COC(=O)C1=C(C)OC(N)=C(C#N)C1c1cccnc1 (configuration not stated)
→ 0.8 | -16.4 | -5.2 | -3.7 | 9.9 | -2.1 | 0.1 | -0.1 | 0.219
35. CC(C)c1ccc(NS(=O)(=O)c2cn(C)c(=O)n(C)c2=O)cc1
→ -1.8 | 5.3 | -0.5 | -43.4 | 5.2 | 3.3 | 1.3 | 1.2 | 0.0658
36. COc1ccc(CCNC(=O)c2ccc3c(c2)OCCO3)cc1
→ -11.8 | -33.4 | 0.3 | 28.2 | -8.1 | 3.8 | -0.8 | 2.3 | -0.496
37. CCCNc1c(N)n(-c2ccccc2)c(=O)[nH]c1=O
→ -12.8 | -24.8 | 2.2 | -36.2 | -6.5 | 7.2[fluorescence artefact?] | 0.7 | 0.2 | 0.311
38. COc1cc(NC(=O)CN2CCCCC2C)c(C)cc1[N+](=O)[O-] (configuration not stated)
→ -7.5 | -1.8 | 2.5 | 6.5 | -6.0 | -3.7 | 0.4 | 0.5 | -0.587
39. O=C(CN(C(=O)CCC(=O)Nc1nccs1)c1ccc(F)cc1)NCc1ccco1
→ -8.9 | -21.3 | -0.1 | -10.5 | 21.0 | -4.1[fluorescence artefact?] | -0.2 | 0.7 | 1.42
40. COc1ccc(-n2c(CCc3ccccc3)nnc2SCC(=O)c2ccc(Cl)cc2)cc1
→ -5.8 | -9.4 | 1.3 | 17.3 | -9.5 | 2.9 | 2.1 | 0.0 | 0.87
41. CC1CCN(c2nc3c(c(=O)[nH]c(=O)n3C)n2Cc2ccccc2)CC1
→ -1.0 | -12.9 | -2.0 | 27.1 | -6.2 | 4.7 | 0.1 | 1.1 | 0.526
42. O=C(CCSCCC(=O)NCC1CCCO1)NCC1CCCO1 (configuration not stated)
→ -13.8 | -12.3 | -1.0 | -7.4 | 0.2 | 1.4 | 0.2 | 1.3 | -0.55
43. CC(=O)c1ccc(OCC(O)CN2CCN(CCN3C(=O)c4cccc5cccc(c45)C3=O)CC2)cc1 (configuration not stated)
→ -9.5 | -4.4 | 1.2 | 2.6 | 12.6 | -1.1[fluorescence artefact?] | 2.9 | -0.6 | -0.583
44. C#CCSc1nc(C)cc(C(=O)OCC)c1C#N
→ -12.6 | -3.7 | -2.3 | -5.0 | 14.9 | 3.4 | -0.6 | 0.7 | 0.00917
45. CN(C)S(=O)(=O)c1cc(NC(=O)c2cc(=O)[nH]c3ccccc23)ccc1Cl
→ -14.1 | -8.7 | 1.1 | -17.5 | 3.0 | -1.8 | 5.6 | 1.2 | 0.883
46. CCOc1cc2c(cc1/C=C(/C#N)c1ccc(C(=O)O)cc1)OCO2
→ -14.2 | 15.5 | -0.7 | -35.1 | 1.4 | 4.7 | 9.8 | 0.4 | -0.848
47. CC1CCOC2(O1)C(=O)Nc1ccccc12 (configuration not stated)
→ -2.2 | -12.8 | -0.7 | 12.5 | 2.0 | -1.4 | -0.9 | -0.1 | 0.568
48. Cc1ccc(NC(=O)c2nc[nH]c2C(=O)N[C@@H](C)c2ccccc2)cc1
→ -1.4 | x | 1.0 | 22.4 | -4.5 | 3.2 | 0.9 | -0.1 | 2.98
49. COc1ccc2c(c1)CCc1c(C(=O)N3CCCc4ccccc43)noc1-2
→ 6.5 | -5.8 | 2.7 | 21.0 | 1.0 | -3.7 | 0.5 | 0.0 | -0.125
50. CCc1cccc(CC)c1NC(=S)NCC(c1cccnc1)N1CCOCC1 (configuration not stated)
→ -13.8 | -5.9 | 3.6 | 1.0 | -0.6 | -1.1 | 0.1 | -0.1 | 1.57
51. C(=C\c1ccccc1)/CN1CCN(C(c2ccccc2)c2ccccc2)CC1
→ 2.1 | x | 1.5 | 7.3 | 1.2 | 1.6 | 9.5 | -1.4 | 0.0261
